Nrf2 activator = Nrf2 pathway activation. Potency, µM (series often up to 46.1 µM), without a hit: top-dose activation, usual class: activators. AREc32 ARE-luciferase reporter (MCF7-derived line), luminescence, 24 h. 410,000 tested, 0.31% active; note: % of control where 0% means no effect; nearly all actives have a fitted effect of over 65% in size
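Steps: seed AREc32_Fluc cells (1000/well, 5% FBS OPTI-MEM); incubate overnight at 37 deg C; add 23 nL compound; incubate 24 hr; add Steady-Glo; hold 30 min RT; read luminescence.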
A549 viability = counter-screen for Nrf2 inhibitors: cytotoxicity in A549 cells. A549 ARE-Fluc cells, CellTiter-Fluor viability, 18-24 h. Potency, µM (doses to about 46 µM), inactives show top-dose activity change, negative = cytotoxicity, actives largely listed as inhibitors. 390,000 tested, 0.16% active. AID 504648; note: % is set by controls: 0 for no effect and ±100 for the full control effect
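Cytotoxicity counterscreen: CellTiter-Fluor fluorescence was measured in A549 ARE_Fluc cells after 18-24 h of compound exposure in a concentration series. The subsequent BugLite luminescent read reports ARE-luciferase activity.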
Nrf2 inh = Nrf2 pathway inhibition. A549 ARE-Fluc reporter, luciferase luminescence, 18-24 h. 360,000 tested, 2.1% active. Potency, µM (top dose mostly 46 µM), without a hit: at the top dose activity change, negative = inhibition, hits mostly inhibitors; note: % is set by controls: 0 for no effect and ±100 for the full control effect; nearly all actives have a fitted effect of over 60% in size
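Two sequential reads on A549 ARE_Fluc cells exposed to compound for 18-24 h: a CellTiter-Fluor fluorescence read for viability, then a luciferase luminescence read for Nrf2/ARE activity.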
S2 tox = cell viability loss in ATXN counter-screen. S2 cells (HEK-293 line with an ATXN2-luciferase reporter) viability, CellTiter-Fluor protease fluorescence, 24 h. Potency, µM (highest dose often 56.7 µM), most hits filed as cytotoxic. 400,000 tested, 0.49% active. AID 651635; note: nearly all actives have a fitted effect of over 40% in size
EPAC2 antag = blocks human EPAC2 exchange factor. EPAC2 GEF exchange of Rap1B-BODIPY-GDP, fluorescence. Potency, µM (titrated, usually from 114 µM), inactives show at the top dose activity, negative = inhibition, most hits filed as inhibitors. 360,000 tested, 0.18% active. AID 720708; note: % is set by controls: 0 for no effect and ±100 for the full control effect; nearly all actives have a fitted effect of over 45% in size; many of its hits are not listed in these tables
Target sequence (Q8WZA2 whole entry, looked up): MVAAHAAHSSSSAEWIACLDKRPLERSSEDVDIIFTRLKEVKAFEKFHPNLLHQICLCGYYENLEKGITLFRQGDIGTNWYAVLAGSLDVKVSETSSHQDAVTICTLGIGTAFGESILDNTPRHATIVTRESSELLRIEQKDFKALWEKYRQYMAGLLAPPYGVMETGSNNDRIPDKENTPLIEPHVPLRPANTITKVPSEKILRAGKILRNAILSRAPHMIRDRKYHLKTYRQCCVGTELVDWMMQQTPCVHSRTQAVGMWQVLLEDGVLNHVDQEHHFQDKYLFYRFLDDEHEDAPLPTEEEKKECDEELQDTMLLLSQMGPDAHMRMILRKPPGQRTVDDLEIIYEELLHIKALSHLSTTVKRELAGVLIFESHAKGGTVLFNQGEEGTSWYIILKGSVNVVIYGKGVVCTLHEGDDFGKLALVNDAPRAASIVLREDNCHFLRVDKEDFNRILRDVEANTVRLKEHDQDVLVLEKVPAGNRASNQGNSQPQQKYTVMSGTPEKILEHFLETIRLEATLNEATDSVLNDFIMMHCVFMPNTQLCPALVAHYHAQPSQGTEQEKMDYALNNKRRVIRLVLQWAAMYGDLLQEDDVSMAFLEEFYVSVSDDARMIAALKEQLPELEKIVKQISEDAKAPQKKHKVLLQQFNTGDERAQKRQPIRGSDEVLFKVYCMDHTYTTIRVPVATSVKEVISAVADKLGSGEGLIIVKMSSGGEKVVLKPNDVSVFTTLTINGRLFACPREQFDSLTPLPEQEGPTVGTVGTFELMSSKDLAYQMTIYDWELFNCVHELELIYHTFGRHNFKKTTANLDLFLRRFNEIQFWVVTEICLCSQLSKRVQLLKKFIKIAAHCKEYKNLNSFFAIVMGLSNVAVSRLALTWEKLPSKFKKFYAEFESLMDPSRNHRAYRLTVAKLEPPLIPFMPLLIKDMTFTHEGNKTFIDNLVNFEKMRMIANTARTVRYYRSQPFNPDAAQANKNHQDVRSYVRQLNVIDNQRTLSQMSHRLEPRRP
MCF10A rerep = DNA re-replication induction in MCF 10a cells | AID 624296 | MCF 10A DNA re-replication, Hoechst nuclear intensity, 48 h | 350,000 tested, 2.9% active | Potency, µM (top dose mostly 46.1 µM), for the others: at the highest dose activity, positive = re-replication, actives largely listed as activators; note: % of control where 0% means no effect; nearly all actives have a fitted effect of over 50% in size
TGFb SMAD3 inh = inhibitors of TGF-b signaling | 410,000 tested, 1.2% active | AID 588855 | HepG2 CAGA-GFP TGF-b/SMAD3 reporter, GFP fluorescence, 18 h; TGF-beta stimulated, 500 pg/mL final | Potency, µM (top dose mostly 46.1 µM), inactives show at the top dose activity, negative = inhibition, most hits filed as inhibitors; note: % is set by controls: 0 for no effect and ±100 for the full control effect; nearly all actives have a fitted effect of over 65% in size
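TGF-beta reporter screen: HEPG2 CAGA-GFP, 1% FBS, 500 pg/mL TGF-beta final, 18 h; per-cell GFP summed per well; curves fitted and categorized by class.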
HepG2 tox = HepG2 cytotoxicity, counter-screen for TGF-b inhibitors; HepG2 CAGA-GFP viability, ATP luminescence, 18 h; Potency, µM (highest dose often 46.1 µM), inactives show at the top dose activity change, negative = cytotoxicity, actives largely listed as cytotoxic; 410,000 tested, 0.76% active; AID 588856; note: some results filed as inactive show a strong effect at the top dose
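HepG2 CAGA-GFP cells (1000/well, DMEM with 1% FBS) received compound, then TGF-beta at 500 pg/mL final, and were incubated 18 hours at 37 degrees C. Viability was read by CellTiter-Glo luminescence. Media-only wells were set as complete cell-killing and DMSO as no toxicity.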
ATXN2 expr inh = reduces ATXN2 reporter expression in HEK-293 cells. HEK-293 ATXN2-luciferase reporter, luminescence, 24 h. Potency, µM (series often up to 57 µM), without a hit: top-dose activity change, negative = inhibition, usual class: inhibitors. 360,000 tested, 0.72% active; note: % is set by controls: 0 for no effect and ±100 for the full control effect; nearly all actives have a fitted effect of over 55% in size
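ATXN2-luciferase reporter cells (luciferase flanked by upstream and downstream ATXN2 gene portions) were treated 24 h at 37 °C with compounds at up to 57 uM. SteadyGlo luminescence gave expression; GF-AFC fluorescence gave viability.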
Starred values were filed as active, the others as inactive; i = inactive; ? = inconclusive; / = not tested or not shown; & = joins results of further samples; [ ] = dose if it differs, or a comment. Calls come from the whole dose curve; as a rule, active = well fitted curve in the direction sought with a large enough effect; inconclusive = small, poorly fitted or top-dose-only effect, or another doubt; inactive = no such curve, though single readings can be large; an effect the other way counts as inactive or inconclusive. Potency is the fitted concentration of half-maximal effect.

SMILES	Nrf2 activator	A549 viability	Nrf2 inh	S2 tox	EPAC2 antag	MCF10A rerep	TGFb SMAD3 inh	HepG2 tox	ATXN2 expr inh
O=C(Cn1c(=O)oc2cc(S(=O)(=O)NCc3ccccc3)ccc21)NCc1ccc(Cl)cc1	0.4%	-1%	/	/	/	/	-9%	-39%	/
O=C1NC(=S)NC(=O)C1=Cc1c(Cl)cccc1Cl	4.1%	4%	-10%	i	?	?	7%	-10%	?
Cc1ccc(Oc2cnn(-c3ccccc3)c(=O)c2Br)cc1	?	1%	29%	i	-29%	26%	27%	-14%	19%
CCOC(=O)C1(CCc2ccccc2)CCN(C(C)CSC)CC1 (centres undefined)	-0.7%	-13%	1%	i	-3%	11%	4%	-2%	-3%
COC(=O)C1=C(c2ccc(S(C)(=O)=O)cc2)C[C@@H]2CC[C@H]1N2C(=O)N1CCC(O)CC1	0.6%	-4%	7%	i	4%	-5%	2%	7%	0%
NCCc1ccc(S(=O)(=O)F)cc1	-1.1%	-1%	?	i	27%	-6%	-7%	-18%	2%
O=C(NCC1=C(c2ccc3ccccc3c2)C[C@@H]2CC[C@H]1N2Cc1ccco1)c1ccc([N+](=O)[O-])cc1	-1.5%	/	/	/	7%	/	?	-40%	?
Fc1c(F)c(F)c(N2CCNCC2)c(F)c1F	-0.4%	8%	-8%	i	-4%	0%	-7%	9%	-12%
O=C(N/N=C/c1c(O)n(Cc2ccccc2)c(=O)[nH]c1=O)c1ccccc1O	0.6%	-4%	-2%	i	-6%	?	11%	2%	0%
Cc1ccccc1-[n+]1c(-c2ccccc2)cc(-c2ccccc2)cc1-c1ccccc1	-1.1%	?	12µM*	13µM*	1%	17%	?	-32%	?
O=[N+]([O-])c1ccc(C(c2ccc([N+](=O)[O-])cc2)c2ccc([N+](=O)[O-])cc2)cc1	6.1%	-24%	23µM*	?	20%	?	?	-21%	32µM*
Cc1cccc(-n2c(O)c(/C=N/NC(=O)c3ccncc3)c(=O)[nH]c2=O)c1	1.6%	-10%	4%	?	-10%	?	-2%	16%	-15%
Cc1ccc2nc(-c3ccncc3)cc(C(=O)N3CCC4(CC3)OCCO4)c2c1	-0.3%	-1%	/	i	6%	9%	?	-8%	4%
CCN(CC)c1ccc(CN2CC=C(c3ccc(F)cc3)CC2)cc1	8.6%	-12%	-13%	?	9%	?	?	-78%	?
COc1ccc(-n2c(O)c(C=NCCCn3ccnc3)c(=O)[nH]c2=O)cc1	-0.8%	-2%	-18%	i	3%	-13%	25%	8%	-2%
O=C(NC1CCCCC1)C1CCN(C(=O)c2ccc(-c3ccccc3)cc2)CC1	0.2%	-7%	?	i	36%[activator]	6%	1%	-1%	-4%
CC(C)(C)c1ccc(OC(=O)N2CCCCC2)cc1	5.3%	-13%	?	i	-7%	6%	-3%	3%	39%
Cc1nc2ccc(NC(=O)C3COc4ccccc4O3)cc2s1 (centres undefined)	-0.1%	9%	11%	i	?	2%	7%	-3%	/
C[C@H](N)CN1CCc2ccc(Br)cc21	4.3%	4%	18%	i	22%	5%	-1%	-3%	-10%
Clc1ccccc1NC1=NCCCS1	0.3%	0%	7%	i	-5%	?	7%	2%	-1%
c1cncc(CNCCN2CCNCC2)c1	-1.0%	2%	-1%	i	-3%	0%	-5%	-5%	-8%
Cc1cc(C(=O)C[N+]23CCN(CC2)CC3)c(C)n1-c1ccc(Br)cc1	-0.1%	0%	4%	i	5%	-17%	?	-4%	6%
COC(=O)C1=C(c2ccc(OC)c(OC)c2)C[C@@H]2CC[C@H]1N2C(=O)NC(C)C	0.1%	2%	3%	i	-7%	-6%	-29%	6%	8%
CCC(C)N1C(=O)/C(=C\c2cc3c4c(c2)CCCN4CCC3)C(=O)NC1=S (centres undefined)	0.0%	-3%	7%	i	3%	-1%	7%	-16%	9%
COC(=O)C1=C(c2ccc(OC(F)(F)F)cc2)C[C@@H]2CC[C@H]1N2C(=O)NC(C)C	0.1%	-2%	-9%	i	-7%	7%	-5%	-13%	-10%
CC(=NC(C)c1ccccc1)c1c(O)[nH]c(=O)[nH]c1=O (centres undefined)	0.7%	5%	6%	i	4%	-4%	-8%	5%	-3%
NC(Cc1ccccc1)c1nn[nH]n1 (centres undefined)	-2.6%	-4%	9%	i	6%	-20%	48%[activator]	9%	-10%
CC(C)NC(=O)COC(=O)c1ccc(S(=O)(=O)N2CCCC2)cc1	-0.5%	-1%	-12%	i	4%	-7%	1%	10%	0%
COC(=O)C1=C(c2ccc(OC(F)(F)F)cc2)C[C@@H]2CC[C@H]1N2C(=O)NCCCOC(C)C	5.0%	-1%	-20%	i	-9%	2%	-17%	-7%	0%
CN1CCN(c2ccc(C(N)=O)cc2N)CC1	-0.2%	8%	-6%	?	3%	2%	-17%	0%	6%
CCOC(=O)N(c1ccccc1)P1(=S)OCCO1	-0.4%	6%	5%	i	0%[57.1 µM]	1%	41%[activator]	-1%	3%
C=COCCn1c(C)c(C(C)=O)c2cc(O)ccc21	-0.4%	2%	7%	i	5%	-5%	-19%	0%	-20%[11.3 µM]
CC(C)CNC(=O)/C=C/C=C/CCCCCC/C=C/c1ccc2c(c1)OCO2	-0.6%	-3%	6%	i	-13%	10%	22%	-5%	4%
COc1cc(C2C(C#N)=C(N)OC3=C2C(=O)CC(C)(C)C3)ccc1OC(=O)N1CCOCC1 (centres undefined)	-0.4%	3%	12%	i	1%	?	-8%	-31%	1%
S=P1(Oc2ccccc2)Nc2ccccc2N1	4.5%	0%	7%	i	-1%	-3%	0%	12%	18%
CCOC(=O)C1SC2(C(F)(F)F)CC1(O)c1c(C)cc(C)nc1O2 (centres undefined)	0.1%	3%	/	i	2%	2%	-4%	-14%	-9%
O=C1NC(=S)NC(=O)C1C1CCCCC1	-0.1%	7%	4%	i	2%	-4%	16%	9%	/
CCOc1cc(C=O)ccc1O	-0.6%	0%	4%	i	-6%	-10%	0%	-8%	0%
COP(=O)(OC)C(Nc1ccccn1)c1ccccc1 (centres undefined)	0.0%	-5%	?	i	15%	-1%	9%	12%	1%
Cc1cccc(Cn2c(SCc3ccc(C(=O)NC4CCCCC4)cc3)nc3cccnc32)c1	0.5%	-23%	?	?	/	/	8%	11%	?
CC1CCN(C(=O)N2c3ccccc3Sc3ccccc32)CC1	0.2%	-12%	/	i	-18%	?	?	-21%	70%[activator]
CC(NC(=O)Cc1cccc2ccccc12)C(=O)N1CCC(=O)CC1 (centres undefined)	0.5%	11%	2%	i	3%	?	-4%	16%	-16%
CC(C)C1C(C#N)=C(N)Oc2c1c(=O)oc1ccccc21 (centres undefined)	-1.7%	/	/	i	-10%	/	-18%	8%	/
CC(=O)c1cccc(NC(=O)C2CCN(S(=O)(=O)c3ccc4c(c3)oc(=O)n4C)CC2)c1	-0.5%	2%	8%	i	/	/	-10%	-33%	-5%
CNC(=O)NC(O)C(Cl)(Cl)Cl (centres undefined)	-0.5%	5%	-3%	i	1%	-1%&-9%	23%	9%	1%&-11%
CC(C)NS(=O)(=O)c1ccc2c(c1)oc(=O)n2C	-0.1%	?	9%	i	3%	?	-13%	-13%	-2%
COC(=O)C1=C(c2ccc(Cl)c(C(F)(F)F)c2)C[C@@H]2CC[C@H]1N2C(=O)N1CCC(C)CC1	-0.1%	?	?	i	-19%	19%	?	-28%	3%
O=C(CN1CCCCC1)c1ccc(F)cc1	-0.2%	-2%	2%	i	4%	0%	9%	14%	4%
O=P(O)(CCc1ccccn1)CN1CCCCC1	0.4%	-1%	6%	i	-1%	-7%	-13%	-12%	6%
Cc1ccc2c(c1)CC1(CN2C)C(=O)NC(=O)N(c2cc(C)ccc2C)C1=O (centres undefined)	-0.5%	-10%	-12%	i	5%	22%	4%	8%	3%
COc1cc(C)c(CN2CC=C(c3ccc(F)cc3)CC2)cc1C	-0.5%	-5%	-11%	?	-2%	?	7%	-22%	-13%

Screening data as filed in PubChem BioAssay.

This is a subset; rates above refer to the full screens.
